# Source: PubChem BioAssay
# NadD block = blocks S. aureus nicotinate mononucleotide adenylyltransferase; inhibition, % at 20 µM; actives 0.78% (n = 360,000); purified NadD enzyme, colorimetric absorbance read-out; in the data active = inhibition above about 26%; note: some compounds past the cut are filed as inactive
# DNMT1 inh = DNMT1 (human) enzyme inhibition | DNMT1 molecular beacon, Hinp1I cleavage, fluorescence | inhibition (reported as % activation of signal), % at 10 µM | actives 0.83% (n = 360,000) | AID 588458; in the data active = inhibition above about 50%
# MT1-MMP act inh = blocks activation of human MT1-MMP | P50281 | HT1080 RFP-PRO-GFP cells, GFP/RFP ratio fluorescence, overnight; percent of plate control window, DMSO zero | GFP/RFP ratio change, % at 20 µM | actives 0.061% (n = 360,000) | AID 651647;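 active = GFP/RFP ratio change of at least 30% with cell ATP level not reduced by more than half and red fluorescence within 50% of control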; note: strong numbers were not always called active
#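 Material – HT1080 RFP-PRO-GFP cells · Control set – DMSO wells and RFP-L50D-GFP cells · Incubation – overnight cell settling, then overnight compound exposure, 37 °C, 5% CO2 · Compound dosing – single-point 20 µM compound, 1% DMSO · Read-out – GFP/RFP fluorescence ratio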
# NRP1-CendR mod = modulators of CendR peptide binding to human neuropilin-1 | actives 0.85% (n = 360,000) | FAM-RPARPAR peptide binding to NRP-1, fluorescence polarization | O14786 | inhibition, % at 25 µM;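 active = inhibition or corrected inhibition above about 18%, plus a signal ratio from 0.5 to 1.5, limit read from the data, passing the limit was not always enough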; note: strong numbers were not always called active
# SKN-1 block = blocks SKN-1 activity in C. elegans; C. elegans VP596 Pgst-4::GFP/RFP ratio, acrylamide-induced, 24 h; inhibition, % at 21.8 µM; actives 0.49% (n = 360,000);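 active = interference check ratio from 0.5 to 1.5 plus GFP to RFP signal ratio inhibition reaching or exceeding a fixed threshold, cut at about 30% in these data, passing the limit was not always enough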; note: some compounds called inactive have numbers as strong as hits
# STEP block = STEP (human) phosphatase inhibition | P54829 | recombinant STEP, OMFP fluorogenic substrate, fluorescence | inhibition, % at 20 µM | actives 0.25% (n = 360,000);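 active = inhibition at 20 µM, scaled per plate between control wells, above about 37%, limit read from the data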;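 note: 0% = DMSO with enzyme and substrate and 100% = substrate only without enzyme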
# Target sequence (P54829 whole entry, looked up): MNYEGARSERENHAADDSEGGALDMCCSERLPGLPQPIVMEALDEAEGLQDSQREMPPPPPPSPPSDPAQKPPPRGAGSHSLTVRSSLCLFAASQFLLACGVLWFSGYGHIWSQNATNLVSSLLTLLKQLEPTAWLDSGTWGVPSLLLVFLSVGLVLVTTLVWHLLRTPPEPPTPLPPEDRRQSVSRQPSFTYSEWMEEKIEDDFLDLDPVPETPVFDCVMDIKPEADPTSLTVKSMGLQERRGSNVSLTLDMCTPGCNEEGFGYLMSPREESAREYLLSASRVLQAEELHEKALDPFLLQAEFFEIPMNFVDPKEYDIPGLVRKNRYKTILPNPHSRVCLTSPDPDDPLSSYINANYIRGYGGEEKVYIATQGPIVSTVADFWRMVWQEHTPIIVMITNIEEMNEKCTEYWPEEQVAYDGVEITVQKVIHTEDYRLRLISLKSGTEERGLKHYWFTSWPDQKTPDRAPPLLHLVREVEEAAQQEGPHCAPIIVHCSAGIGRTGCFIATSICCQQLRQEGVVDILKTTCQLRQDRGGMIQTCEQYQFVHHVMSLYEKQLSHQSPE
#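 System: STEP phosphatase, cell-free reaction; Buffer or medium: Bis-Tris pH 6.0 buffer with DTT, detergent; Incubation: 20 min at room temperature, dark; Measured by: fluorescence, 480/540 nm.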
# LMPTP inh = LMPTP (human) inhibition. inhibition, % at 20 µM. P24666. AID 651560. recombinant LMPTP-A, OMFP fluorogenic substrate, fluorescence intensity. actives 0.22% (n = 360,000);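 active = compounds that cut the enzyme signal by at least half of the control window in the single-dose screen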;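 note: plate controls were DMSO wells with enzyme plus substrate for no effect and substrate without enzyme for full effect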
# Target sequence (P24666 whole entry, looked up): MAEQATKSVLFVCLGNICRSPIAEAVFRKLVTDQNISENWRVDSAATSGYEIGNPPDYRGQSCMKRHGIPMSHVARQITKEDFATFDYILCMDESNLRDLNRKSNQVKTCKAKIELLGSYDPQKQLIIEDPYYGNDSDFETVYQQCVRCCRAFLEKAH
#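 Assay system: LMPTP-A enzyme. Input: 0.625 nM LMPTP-A final. Probe or stimulus: 400 µM OMFP. Compound dosing: single 20 µM dose. Schedule: 50 min dark incubation at room temperature. Detection: fluorescence intensity of OMFP turnover product. Read-out: percent inhibition versus substrate-only and uninhibited controls. Benchmarks: no-enzyme low control, uninhibited high control.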
# SUMO1 PPI mod = SUMO1-SIM interaction modulation; SUMO1 binding to a labelled peptide, TR-FRET, 1 h; P63165; actives 0.33% (n = 360,000); inhibition, % at 20 µM; in the data active = inhibition above about 37%
# Target sequence (P63165 whole entry, looked up): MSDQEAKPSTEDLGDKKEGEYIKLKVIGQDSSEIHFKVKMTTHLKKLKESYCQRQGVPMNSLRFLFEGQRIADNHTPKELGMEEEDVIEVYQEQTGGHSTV
# Scp1 inh = blocks human Scp-1 phosphatase activity. Recombinant Scp1, phosphopeptide, malachite green phosphate absorbance. inhibition, % at 20 µM. actives 0.88% (n = 340,000);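 active = inhibition above about 50% at 20 µM, limit read from the data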;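 note: plate controls were DMSO wells with enzyme for no effect and wells lacking enzyme for full effect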
# Target sequence (Q9GZU7 76-261 limits assumed): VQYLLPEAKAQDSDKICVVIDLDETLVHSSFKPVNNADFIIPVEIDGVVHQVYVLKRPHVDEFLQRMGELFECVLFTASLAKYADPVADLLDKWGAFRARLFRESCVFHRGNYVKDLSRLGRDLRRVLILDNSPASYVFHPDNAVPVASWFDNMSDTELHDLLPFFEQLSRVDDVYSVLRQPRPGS
#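 Material: truncated SCP-1 phosphatase (76-261aa) / Buffer or medium: 50 mM Tris acetate pH 5.5, 0.005% Tween-20, 10 mM MgCl2 / Compound dosing: one concentration, 20 µM, with 1.0% DMSO / Incubation: 45 min room-temperature reaction, 5 min colour, 30 min stabiliser / Detection: colorimetric free-phosphate detection, absorbance 630 nm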
# Rpn11 inh = blocks the human proteasome subunit Rpn11; calls only at 20 µM; human 26S proteasome, Ub4-pepOG fluorescence polarization; 20S core pre-blocked with epoxomicin; actives 0.59% (n = 360,000); O00487;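 active = inhibition at 20 µM, scaled to each plate's controls, above about 33%, limit read from the data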
# Starred values were filed as active, the others as inactive; i = inactive; x = no result given; + = active, no number.
SMILES,NadD block,DNMT1 inh,MT1-MMP act inh,NRP1-CendR mod,SKN-1 block,STEP block,LMPTP inh,SUMO1 PPI mod,Scp1 inh,Rpn11 inh
COC(=O)CC(NC(=S)NC(=O)c1ccccc1)c1ccc(Br)cc1 (stereo not drawn),-4.8,-2.5,-3.0,9.2,8.2,1.7,2.5,-2.7,-10.4,i
CN(Cc1ccccc1)C(=O)c1ccc(NC(=O)Cc2cccc(NC(=O)C3CCN(C(=O)C4CCCC4)CC3)c2)cc1,12.3,-14.3,5.9,21.1,-1.5,1.4,0.7,-2.1,-8.5,i
CCOc1ccc(NC(=O)CN(C)C(=O)c2cc(C)oc2C)cc1OCC,-0.6,0.2,-0.1,2.1,-8.1,0.5,-0.4,1.5,-2.0,i
Cc1nnc(NC(=O)c2csc3c2CCC(C)C3)s1 (stereo not drawn),0.8,-3.4,-1.8,0.6,5.6,1.2,0.7,-2.7,-3.4,i
CN(Cc1ccccc1Cl)C(=O)c1cc2ccccc2o1,-7.8,2.4,x,-0.2,-3.5,0.0,0.8,6.2,-3.8,i
O=C(Nc1ccccc1Cl)N(Cc1nc2ccccc2c(=O)[nH]1)Cc1cccs1,1.2,-2.2,2.3,8.1,12.6,0.7,-0.1,-1.8,0.1,i
COc1ccc(OC)c(NC(=O)CSc2ncccn2)c1,-4.5,-3.1,4.1,-4.9,-27.0,3.2,-0.7,1.4,-6.8,i
Oc1cccc(-c2sc3ccccc3c2-c2ccc(OCCN3CCCCC3)cc2)c1,8.0,x,-3.5,0.5,11.9,x,0.8,-46.1,x,x
NC(=O)NC(=O)CC1S/C(=N/N=C/c2ccccc2)NC1=O (stereo not drawn),0.7,5.7,1.7,11.8,-7.8,-7.3,-0.8,-2.2,-9.1,i
Cc1ccc2oc3c(c(=O)c2c1)C(c1cccs1)N(CCCN(C)C)C3=O (stereo not drawn),4.3,-1.9,-14.7,-20.7,-0.4,2.6,-1.7,-4.5,-11.2,i
CCN(CC)CCN1C(=O)C(=O)/C(=C(/O)c2ccncc2)C1c1ccccc1 (stereo not drawn),-5.9,2.5,0.5,4.1,0.6,4.4,-4.4,-7.2,-10.3,i
O=C(Nc1sc2c(c1C(=O)NCC1CCCO1)CCCC2)c1cccs1 (stereo not drawn),-4.4,-6.2,-0.3,-3.6,16.1,5.0,2.6,-1.0,-5.5,i
COC(=O)c1ccccc1S(=O)(=O)N1Cc2cc([N+](=O)[O-])ccc2Oc2ccccc21,-7.4,0.2,-1.9,4.3,4.5,0.4,0.4,-10.2,-10.4,i
Cc1ccc(OCCC(=O)NNC(=O)c2nn(C)c(=O)c3ccccc23)cc1,3.3,7.4,-2.8,8.7,-13.2,-0.4,0.2,17.8,-4.6,i
C[C@H]([C@@H](O)[C@@H](O)[C@@H](C)C(C)(C)C)[C@H]1CC[C@H]2C3CC[C@H]4C[C@H](OS(=O)(=O)O)[C@@H](OS(=O)(=O)O)C[C@]4(C)[C@H]3CC[C@]12C (stereo partly drawn),11.9,46.8,-4.9,-148.5,3.4,6.4,1.8,57.1*,x,i
CCC(=O)Nc1cccc(C(=O)/C=C/c2cccs2)c1,0.3,3.0,-3.1,27.3*,-5.7,-1.3,-1.3,-12.9,-3.9,i
CCOC(=O)Cc1c(C)nc2c(-c3ccc(Cl)cc3)c[nH]n2c1=O,6.7,-1.9,4.8,5.1,-1.8,10.1,1.0,17.7,0.6,i
COC(=O)[C@@]12CCCCN1[C@H](c1ccc(-c3cccc(Cl)c3)cc1)[C@@H]1C(=O)N(C)C(=O)[C@@H]12,-1.3,-20.6,-3.6,14.3,-2.9,-0.9,4.1,4.7,-11.2,i
COc1ccc(N(C(=O)Cn2nnc(-c3ccc(Cl)cc3)n2)C(C(=O)NCC2CCCO2)c2ccncc2)cc1 (stereo not drawn),-6.8,-1.8,-6.9,10.1,-8.3,0.7,0.1,1.1,-9.9,i
C[C@H]1CN([C@@H](C)CO)C(=O)CCCn2cc(nn2)CO[C@@H]1CN(C)C(=O)Oc1ccccc1,-5.2,7.1,1.4,6.3,17.5,-1.5,-0.6,1.7,x,i

# Single entries from the list.
# SUMO1 PPI mod result of CCOC(=O)Cc1c(C)nc2c(-c3ccc(Cl)cc3)c[nH]n2c1=O = 17.7
# NadD block result of CCN(CC)CCN1C(=O)C(=O)/C(=C(/O)c2ccncc2)C1c1ccccc1 (stereo not drawn) = -5.9
# SUMO1 PPI mod result of COC(=O)CC(NC(=S)NC(=O)c1ccccc1)c1ccc(Br)cc1 (stereo not drawn) = -2.7
# SUMO1 PPI mod result of COC(=O)c1ccccc1S(=O)(=O)N1Cc2cc([N+](=O)[O-])ccc2Oc2ccccc21 = -10.2

# Compound profiles, from the list above:
# Cc1nnc(NC(=O)c2csc3c2CCC(C)C3)s1 (stereo not drawn) across the screens: NadD block: 0.8; DNMT1 inh: -3.4; MT1-MMP act inh: -1.8; NRP1-CendR mod: 0.6; SKN-1 block: 5.6; STEP block: 1.2; LMPTP inh: 0.7; SUMO1 PPI mod: -2.7; Scp1 inh: -3.4; Rpn11 inh: i
# O=C(Nc1sc2c(c1C(=O)NCC1CCCO1)CCCC2)c1cccs1 (stereo not drawn) across the screens: NadD block: -4.4; DNMT1 inh: -6.2; MT1-MMP act inh: -0.3; NRP1-CendR mod: -3.6; SKN-1 block: 16.1; STEP block: 5.0; LMPTP inh: 2.6; SUMO1 PPI mod: -1.0; Scp1 inh: -5.5; Rpn11 inh: i

# More entries.
SMILES,NadD block,DNMT1 inh,MT1-MMP act inh,NRP1-CendR mod,SKN-1 block,STEP block,LMPTP inh,SUMO1 PPI mod,Scp1 inh,Rpn11 inh
O=C(CC1C(=O)NCCN1CC1CCCCC1)NCc1ccc(Cl)cc1 (stereo not drawn),2.3,-5.4,-5.6,2.9,18.3,1.5,-1.1,-3.8,-5.1,i
CC(C)CC(=O)N1CCN(S(=O)(=O)c2ccccc2)CC1,-32.1,1.5,-0.4,-8.3,-4.5,2.5,-0.7,4.9,4.2,i
COc1ccc(-c2ncncc2-c2ccc(Cl)cc2)c(O)c1,-4.8,-3.2,-13.5,-7.9,1.2,-0.4,-0.3,3.4,-9.0,i
Cc1ccc(NC(=O)Cc2nnc(SCC(=O)Nc3ccccc3)n2C)cc1,1.3,1.3,3.3,8.3,-2.5,2.7,-2.3,2.3,5.5,i
COc1cc(SC)ccc1C(=O)OCC(=O)N1CCCC1,-2.2,2.6,0.7,4.4,3.7,-0.4,-0.4,-0.9,-4.9,i
CN1CCN(C(=O)CN(C)S(=O)(=O)c2ccc(F)cc2)CC1,-5.2,0.0,0.3,4.5,3.1,-0.1,-2.8,-2.1,-4.9,i
N#C/C(=C/c1ccc(OCc2ccc(C(=O)O)cc2)c(Br)c1)c1cccc(F)c1,10.2,92.5*,-1.7,-7.9,-12.2,94.1*,85.9*,19.5,50.2*,i
Cc1nnc(NC(=O)CCC(=O)N2CCC(C)CC2)s1,-2.5,-0.4,0.5,-3.8,-0.2,5.7,-2.0,3.4,-5.5,i
Cc1occc1C(=O)NNC(=S)NCc1ccc(Cl)cc1,1.8,0.3,0.3,-3.0,6.0,-1.0,1.8,1.1,-8.3,i
CSc1nc(N)c(C#N)c(-c2ccccc2Cl)c1C#N,-8.5,-5.4,-4.7,6.0,-7.0,-3.8,4.3,4.4,-11.3,i
Cn1c(CCc2ccccc2)nnc1SCC(=O)N1CCCC1,-0.6,2.0,4.6,-1.8,-5.7,5.3,-2.3,1.0,-4.6,i
COc1ccc(NC(=O)Nc2ccc(N(C)C)cc2)cc1,-1.5,-8.5,5.4,-13.3,0.1,-3.6,0.2,1.1,56.6*,i
O=C1CN(C(=O)c2ccc(Br)o2)C(c2ccccc2)c2cc(F)ccc2N1 (stereo not drawn),-4.2,0.5,-16.6,-3.5,-1.9,-2.9,-0.3,0.9,-9.2,i
COc1ccc(Cl)cc1C(=O)NNC(=O)c1nc2nc(C)cc(C)n2n1,0.3,1.2,2.1,11.7,1.8,0.7,-0.7,-0.7,-10.4,i
COc1cccc(-c2cc(C(=O)N3CCN(C(=O)c4ccco4)CC3)on2)c1,0.2,-0.5,2.4,4.0,6.7,-1.5,-0.3,-4.5,-1.7,i
COc1ccc(/C=C2\Sc3ccc(C(=O)NCCN4CCCCCC4)cc3N(C)C2=O)cc1,47.1*,17.6,1.0,4.4,-12.4,7.3,4.8,-49.8,0.0,+
O=C(O)C1CCC(=O)N1C1CCCC1 (stereo not drawn),3.2,1.6,-4.6,0.0,-8.0,-1.8,-0.5,-3.8,5.4,i
CCOc1ccccc1CN1CCCC(C(=O)c2ccc(OC)c(OC)c2)C1 (stereo not drawn),7.8,0.9,-3.6,-3.2,2.0,1.8,-1.3,1.6,1.2,i
CCCOP(=O)(c1ccc(N(C)C)cc1)C(O)c1cccnc1 (stereo not drawn),-2.8,-1.6,-4.3,0.1,4.0,1.0,-2.1,8.5,-8.7,i
Cc1ccc(NC(=O)COc2coc(CN3CCN(Cc4ccccc4)CC3)cc2=O)cc1,-6.9,8.1,15.2,-2.8,4.7,1.5,0.6,0.4,5.6,i
O=C(Cc1ccc(Br)cc1)Nc1cccc(S(=O)(=O)N2CCOCC2)c1,-8.8,-3.4,-0.7,1.2,6.3,-0.7,-1.0,-3.1,-11.5,i
Cc1ccc(CNC(=O)CCC(=O)Nc2nnc(C(C)C)s2)cc1,-5.2,1.2,3.5,10.9,-13.7,-0.4,-0.7,0.4,-2.5,i
Cc1onc(-c2c(F)cccc2Cl)c1C(=O)N1CCN(c2ncc(Br)cn2)CC1,-6.5,0.9,3.0,-6.2,-6.7,0.8,0.7,-0.2,-8.9,i
C[C@@H](CN1CCC(Cc2ccccc2)CC1)[C@@H](O)c1ccc(O)cc1,1.7,2.1,3.5,-9.9,12.3,-1.1,-1.4,-1.3,-8.8,i
O=C(NC(=S)Nc1ccc(Cc2ccncc2)cc1)c1ccccc1Cl,6.0,-7.3,2.5,-3.2,5.2,1.7,1.2,2.1,-5.2,i
CCCCn1c(NC(=S)Nc2ccccc2)nc2ccccc21,4.6,-9.6,10.1,15.3,20.0,5.1,3.3,0.6,6.0,i
COc1ccc(-c2cc(C(=O)NCc3ccc(C(F)(F)F)cc3)[nH]n2)c(C)c1,2.0,-1.1,-1.2,7.9,13.6,-0.9,4.1,6.0,x,i
COC(=O)C1=C(N)Oc2cc(C)n(CC3CCCO3)c(=O)c2C1c1ccccc1 (stereo not drawn),-0.4,-0.2,-0.9,-2.9,3.2,1.6,-0.6,1.2,-4.2,i
CS(=O)(=O)c1ccc(C(=O)N2CCN(Cc3ccccc3)CC2)cc1,-0.8,-0.5,3.2,5.6,2.8,4.0,0.2,0.8,-9.1,i
Cc1cc2nc(-c3ccccc3)c(Cc3cccc(F)c3)n2c(C)c1Br,15.2,29.8,4.3,3.7,4.9,3.7,3.9,13.4,x,i
O=C(N/N=C/c1cccc([N+](=O)[O-])c1)c1cccc2cc[nH]c12,2.0,13.0,0.1,14.8,-2.9,4.6,3.5,-4.7,3.1,i
